TDP1 inh: TDP1 (human) enzyme inhibition. Q9NUW8. recombinant TDP1, AlphaScreen DNA substrate cleavage. Potency, µM (top dose mostly 130 µM), for the others: at the highest dose activity change, negative = inhibition, hits mostly inhibitors. 0.28% of 350,000 active; also: nearly all actives have a fitted effect of over 40% in size
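AlphaScreen read-out: signal falls as enzyme removes the 3' tyrosine-FITC from a 5'-biotinylated DNA oligo (15 nM, 5 min, RT). Enzyme was E. coli-made recombinant Tdp1 at 1 nM, exposed to compound for 15 min beforehand; beads 10 ug/ml, 10 min.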
KAT2A inh: inhibitors of human GCN5L2 histone acetyltransferase. Q92830. GCN5L2 HAT assay, ThioGlo1 CoA-SH fluorescence. Potency, µM (series often up to 58.9 µM), for inactives: top-dose activity change, negative = inhibition, most hits filed as inhibitors. 0.21% of 390,000 active. AID 504327
Target sequence (Q92830 whole entry, looked up): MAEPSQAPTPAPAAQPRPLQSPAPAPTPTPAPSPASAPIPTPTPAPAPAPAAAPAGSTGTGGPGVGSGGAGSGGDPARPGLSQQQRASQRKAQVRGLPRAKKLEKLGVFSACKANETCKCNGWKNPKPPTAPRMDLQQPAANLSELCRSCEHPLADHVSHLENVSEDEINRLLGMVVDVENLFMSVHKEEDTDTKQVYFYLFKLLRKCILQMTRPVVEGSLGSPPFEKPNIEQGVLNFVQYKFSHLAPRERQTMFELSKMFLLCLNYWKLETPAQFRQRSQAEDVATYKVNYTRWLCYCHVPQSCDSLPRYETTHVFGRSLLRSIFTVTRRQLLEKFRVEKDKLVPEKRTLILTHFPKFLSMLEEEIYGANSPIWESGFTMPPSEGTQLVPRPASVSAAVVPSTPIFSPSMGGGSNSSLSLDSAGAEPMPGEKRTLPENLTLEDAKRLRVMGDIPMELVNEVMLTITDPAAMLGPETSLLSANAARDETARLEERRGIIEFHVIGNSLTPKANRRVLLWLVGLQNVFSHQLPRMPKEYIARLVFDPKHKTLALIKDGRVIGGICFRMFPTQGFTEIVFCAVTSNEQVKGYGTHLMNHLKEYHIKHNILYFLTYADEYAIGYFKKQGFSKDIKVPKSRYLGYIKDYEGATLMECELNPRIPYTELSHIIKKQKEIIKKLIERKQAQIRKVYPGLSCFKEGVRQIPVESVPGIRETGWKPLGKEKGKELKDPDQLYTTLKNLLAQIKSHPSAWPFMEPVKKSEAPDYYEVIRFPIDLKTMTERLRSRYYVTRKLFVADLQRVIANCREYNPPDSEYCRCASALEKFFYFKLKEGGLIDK
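Enzyme at 20nM final was mixed with library compounds for 15 min at room temperature. Peptide H3(1-25) at 75uM, acetyl-CoA at 70uM and ThioGlo1 at 50uM were then added. Plates were read immediately and after 20 min (Ex340nm/Em540nm).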
DT40 TDP1 no CPT: qHTS for Inhibitors of human tyrosyl-DNA phosphodiesterase 1 (TDP1): qHTS in cells in absence of CPT; DT40 Tdp1-/- hTDP1 cells, no CPT, ATP luminescence, 48 h; Potency, µM (series often up to 46.2 µM), for inactives: top-dose activity change, negative = growth inhibition, usual class: inhibitors; 15% of 420,000 active; AID 686978, 2013; also: nearly all actives have a fitted effect of over 55% in size
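DT40 Tdp1-/-;hTDP1 cells, no CPT (DMSO vehicle only), 400 cells/well; compounds pin-transferred; ≥48 hr, 37 °C; CellTiter-Glo 30 min RT dark, luminescence read.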
An asterisk follows results filed as active; ? = inconclusive; . = not tested or not shown; [ ] = remark or other dose. Calls follow the shape of the dose curve; as a rule, active = well fitted curve in the direction sought with a large enough effect; inconclusive = small, poorly fitted or top-dose-only effect, or another doubt; inactive = no such curve, though single readings can be large; an effect the other way counts as inactive or inconclusive. % is scaled to controls: 0 for no effect and ±100 for the full control effect; potency is read from the fitted curve at half-maximal effect.

SMILES	TDP1 inh	KAT2A inh	DT40 TDP1 no CPT
O=C(NC(Cc1ccccc1)C(=O)O)/C(=C\c1ccc([N+](=O)[O-])cc1)NC(=O)c1ccco1 (centres undefined)	2%	-2%	1%
COC(=O)c1c(Oc2ccc(OC)cc2)nnc(-c2ccccc2)c1-c1ccccc1	5%	-20%	?
Cc1ccc(-c2nc3cccnc3o2)cc1NC(=O)COc1ccc(C(C)(C)C)cc1	-1%	-2%[0.501 µM]	9.2µM*
O=C(NCc1ccc2c(c1)CCO2)Nc1ccccc1	0%	0%	-14%
Cc1ccc(-n2c(SCC(=O)N3CCOCC3)nc(O)c(Cc3ccccc3)c2=O)cc1	4%	1%	-14%
S=C(NCc1cccs1)Nc1ccc(Br)cc1Cl	4%	-2%	7%
Cc1onc(-c2c(Cl)cccc2Cl)c1C(=O)N1CCN(c2ncccn2)CC1	12%	-10%	?
O=C(COc1ccc(Cl)cc1)NCc1nnc(SCC(=O)N2CCCCC2)o1	3%	-11%	-12%
O/N=C/c1cc2ccccc2n1Cc1ccccc1F	.	0%	?
COc1cccc(S(=O)(=O)NCc2ccc(C(=O)NCc3ccco3)cc2)c1	0%	-15%	-10%
CN(C(=O)COc1ccccc1)c1nnc(-c2cccnc2)s1	0%	-5%	-25%
O=C(C[n+]1cccc(CNC(=O)c2ccc(OC(F)F)cc2)c1)Nc1cccc(C(F)(F)F)c1	-4%	-2%	?
Cc1cc2oc(C(=O)Nc3c(C)n(C)n(-c4ccccc4)c3=O)c(C)c2cc1C	5%	-2%	?
Cn1c(=NC(=O)c2ccc(S(=O)(=O)N3CCCc4ccccc43)cc2)sc2cc(S(C)(=O)=O)ccc21	-2%	-6%	-12%
CCNC(=S)NNC(=O)c1cccn(Cc2ccc(Cl)cc2Cl)c1=O	6%	-5%	?
COc1ccc(-c2c(-c3ccccc3OC)sc3ccccc23)cc1C=O	-17%	4%	18µM*
COc1cc(C(=O)Nc2cc(-c3ccccc3)[nH]n2)cc(OC)c1OC	4%	-1%	?
Cc1ncc(CN=Cc2ccc(Cl)cc2)c(N)n1	.	27%	-1%
Cc1ccc(-n2nnnc2SCC(=O)c2c(N)n(CC(C)C)c(=O)n(C)c2=O)cc1	0%	-5%	-6%
CC(=O)N1CCc2cc(S(=O)(=O)NC(C(=O)Nc3nc(C)cs3)C(C)C)ccc21 (centres undefined)	4%	1%	10%
CC(C)c1ccc(NC(=S)N2CCN(Cc3ccccc3)CC2)cc1	0%	-8%	26µM*
Cc1c(NC(=O)Cc2cccs2)cccc1[N+](=O)[O-]	-8%	5%	9%
COc1ccc(NC(=O)CN(C)C(=O)c2ccc(N3CCCCCC3)c([N+](=O)[O-])c2)cc1	3%	-23%	?
CC(C)NC(=O)Cn1cnc2c(cnn2-c2ccc(F)cc2)c1=O	3%	-7%	1%
CCCN1CCN(C(=O)c2cc3c(s2)-c2ccccc2OC3)CC1	.	?	-29%
CCN1CCN(c2c(Cl)cccc2NC(=O)c2ccc3nsnc3c2)CC1	.	-29%	?
O=CN1CCN(c2ncnc3c2nnn3Cc2c(F)cccc2Cl)CC1	6%	-1%	-12%
Cc1ccc(-c2cc(C(=O)Nc3cccnc3)c3ccccc3n2)o1	9%	?	?
NC(=O)c1ccc(NC(=O)COC(=O)c2cc3ccccc3cc2O)cc1	-8%	2%	1%
COc1ccc(CNc2cccc3[nH]c(C(F)(F)F)nc23)cc1OC	.	-14%	21µM*

Copied from the results shown for reference:
SMILES	TDP1 inh	KAT2A inh	DT40 TDP1 no CPT
CCCN1CCN(C(=O)c2cc3c(s2)-c2ccccc2OC3)CC1	.	?	-29%
CCN1CCN(c2c(Cl)cccc2NC(=O)c2ccc3nsnc3c2)CC1	.	-29%	?
O=CN1CCN(c2ncnc3c2nnn3Cc2c(F)cccc2Cl)CC1	6%	-1%	-12%
Cc1ccc(-c2cc(C(=O)Nc3cccnc3)c3ccccc3n2)o1	9%	?	?
NC(=O)c1ccc(NC(=O)COC(=O)c2cc3ccccc3cc2O)cc1	-8%	2%	1%
COc1ccc(CNc2cccc3[nH]c(C(F)(F)F)nc23)cc1OC	.	-14%	21µM*

Later entries
SMILES	TDP1 inh	KAT2A inh	DT40 TDP1 no CPT
Cc1cccc(NC(=O)COC(=O)c2cccc3c2C(=O)c2ccccc2C3=O)c1C	6%	-3%	16µM*
Cc1ccsc1/C=N/NC(=O)CNC(=O)c1ccco1	3%	-2%	-1%
CCNC(=S)N1CCc2cc(OC)c(OC)cc2C1COc1ccc(F)cc1 (centres undefined)	4%	-9%	-4%
CCOc1ccccc1NC(=O)NNS(=O)(=O)c1cc(OC)ccc1OC	3%[56.1 µM]	?	-21%
C(=N\n1cnnc1)/c1ccccn1	5%	-2%	-13%
COc1ccc(-n2c(C)csc2=S)cc1	-8%	0%	-10%
CCCNC(=O)Nc1nnc(C2CC2)s1	.	0%	5%
O=C(CN1C(=O)C2CCCCN2C(=O)c2ccccc21)Nc1ccc(F)cc1 (centres undefined)	-4%	-18%	?
O=C(Cc1ccc(Cl)cc1)c1c[nH]c(C(=O)NCc2cccnc2)c1	6%	-6%	-4%
Cc1cccc(NC(=O)CNC(=O)Cn2cc(C(F)(F)F)cc(Cl)c2=O)c1C	0%	-3%	-6%
CCn1c(=O)cc(OCC(=O)Nc2ccc3c(c2)OCCO3)c2ccccc21	6%	-13%	-17%
O=C(/C=C/c1ccccc1)c1ccc2c3c(cccc13)CC2	3%	1%	?
Cc1ccc(C(=O)N(C)CC(=O)Nc2ccc(F)c(F)c2F)o1	3%	-7%	-2%
COc1ccc(NC(=O)Cn2cc(C(=O)c3ccc(C)c(C)c3)c(=O)c3cc(OC)ccc32)cc1	6%	-4%	-1%
Cc1cc(C(F)(F)F)nn1C(=O)c1cccnc1Cl	1%	-3%	-7%

Compound profiles (already shown). Order of values: TDP1 inh | KAT2A inh | DT40 TDP1 no CPT
Shown for O=C(CN1C(=O)C2CCCCN2C(=O)c2ccccc21)Nc1ccc(F)cc1 (centres undefined) → -4% | -18% | ?
Shown for COc1ccc(-n2c(C)csc2=S)cc1 → -8% | 0% | -10%

Sorted by heavy-atom count (smallest number first): some entries from above
SMILES	TDP1 inh	KAT2A inh	DT40 TDP1 no CPT
C(=N\n1cnnc1)/c1ccccn1	5%	-2%	-13%
Cc1cc(C(F)(F)F)nn1C(=O)c1cccnc1Cl	1%	-3%	-7%
CCNC(=S)N1CCc2cc(OC)c(OC)cc2C1COc1ccc(F)cc1 (centres undefined)	4%	-9%	-4%

The results go on.
SMILES	TDP1 inh	KAT2A inh	DT40 TDP1 no CPT
COc1ccc(C(=O)Nc2nc(-c3ccc(Br)cc3)ns2)cc1	4%	-12%	?
CCCCNC(=O)C12CCC(C)(C(=O)C1Br)C2(C)C (centres undefined)	-5%	-5%	-15%
CCOc1ccc(-n2nc3c(SCCN4CCCC4)nnc(C)c3c2C)cc1	5%	-3%	-25%
O=c1oc(CCO)cc2ccc(Br)cc12	2%	0%	6%
COc1cc(OC)cc(C(=O)N[C@H](C(=O)N2CCc3ccccc32)C(C)C)c1	0%	-1%	?
CCC1(C)Cc2c(sc3nc(SCC(=O)O)[nH]c(=O)c23)CO1 (centres undefined)	5%	-18%	1%
Cc1ccc(C(=O)Nc2ccc(-c3nc4ccccc4s3)c(O)c2)c(C)c1	3%	?	?
CCN1CCN(Cc2ccc(NC(=O)c3cc(NC(=O)c4cncc(-c5ccc(C#N)cc5)c4)cc(OC)c3)cc2C(F)(F)F)CC1	5%	2%	2.6µM*
O=C(CC1N=C2c3ccccc3N=C(SCc3ccc(Cl)cc3)N2C1=O)NCCc1ccccc1 (centres undefined)	6%	-26%	?
CSCC[C@H](NC(=O)c1cccnc1)c1nnc2ccccn12	2%	-5%	17%
COc1ccc2cccc(N3CCN(CCNC(=O)c4ccc(F)cc4)CC3)c2c1	15%[56.1 µM]	-13%	21µM*
COCCCNC(=O)CN1C(=O)COc2ccc(S(=O)(=O)N3CCCC3)cc21	3%	3%	6%
CCOC(=O)c1cc(-c2cccc([N+](=O)[O-])c2)nc2[nH]c(=O)[nH]c(=O)c12	6%	0%	23µM*
COc1cc(OC)cc(C(=O)NCCCCCCNC(=O)c2cc(OC)cc(OC)c2)c1	-5%	-4%	-20%
CC1CCCCN1C(=O)c1ccccc1OC1CCN(S(C)(=O)=O)CC1 (centres undefined)	5%	-7%	14%
Cc1nc(Oc2ccc(S(=O)(=O)N3CCOCC3)cc2Cl)c2c3c(sc2n1)CCCC3	1%	-7%	?
Nc1ccc2oc3ccc(N)cc3c(=O)c2c1	3%	-5%	-7%
Cc1ccc(C)c(N2CCN(C(=O)C3CCN(c4nnc(N5CCCC5=O)s4)CC3)CC2)c1	5%	2%	?
CNC(=O)c1ccc(-c2ccccc2)s1	0%	-3%	-16%
CCN(CC)CCNCc1cc(Cl)c(OCC(=O)Nc2ccccc2)c(OC)c1	0%	-5%	23µM*
CCCn1cc(S(=O)(=O)c2ccc(C)c(C)c2)c(=O)c2cc(F)c(N3CCC(C)CC3)cc21	-9%	-4%	-23%
COCCN(C(=O)COC(=O)c1c(-c2ccccc2)noc1C)c1c(N)n(Cc2ccccc2)c(=O)[nH]c1=O	4%	0%	3%
CCOC(=O)c1cccc(NC(=O)CC(c2cc(OC)c(OC)c(OC)c2)N2Cc3ccccc3C2=O)c1 (centres undefined)	3%	0%	?
CCN(CC(=O)Nc1c(F)cccc1F)C(=O)c1cc(S(=O)(=O)NCc2ccccc2)ccc1C	.	0%	-12%
CCN1CCN(c2ncnc3c2sc(=S)n3-c2ccccc2)CC1	0%	3%	-7%
CSc1ccc(CCNC(=O)CCc2c(C)nc3cc(-c4ccccc4)nn3c2C)cc1	1%	2%	-24%
COc1cc(-n2cnnn2)ccc1S(=O)(=O)N1CCOCC1	5%	-1%	6%
CS(=O)(=O)NNC(=O)c1sccc1OCc1ncc(C(F)(F)F)cc1Cl	3%	-2%	?
COCc1nc2oc3ccccc3c(=O)c2cc1C(=O)OC	.	?	-1%
O=C(CCC(=O)N1CCCC1)N1CCCC1	4%	1%	11%
COc1ccc(N2CCN(C(=O)C3CCN(c4nc5ccc(C)cc5[nH]4)CC3)CC2)cc1	5%	-10%	8.2µM*
O=C(O)/C(=C\c1ccco1)NC(=O)c1cccc2ccccc12	0%	-3%	-20%
Cc1nn(CC(=O)NCc2cccc(F)c2)c(=O)c2cccn12	1%	-14%	0%
CSc1ccccc1NC(=O)c1csc(C)c1	0%	1%	-1%
COc1ccccc1CNS(=O)(=O)c1cc(C(=O)NCC2CCCO2)c(Cl)cc1Cl (centres undefined)	0%	2%	-22%
COc1ccccc1N(Cc1ccccc1)S(=O)(=O)c1cccc(C(=O)Nc2ccc(C(C)=O)cc2)c1	5%	-10%	?
O=C(COC(=O)CC1Sc2ccccc2NC1=O)NCc1ccccc1 (centres undefined)	-5%	1%	-11%
O=C(CN1C(=O)COc2ccc(S(=O)(=O)N3CCCC3)cc21)NCCc1ccc(Cl)cc1	5%	2%	23µM*
COc1ccccc1CNC(=O)C(NC(=O)c1ccc(C)cc1)C(C)C (centres undefined)	-6%	1%	?
CCN(Cc1ccccc1)Cc1c(O)ccc2c(=O)c(-c3ccccc3OC)c(C(F)(F)F)oc12	.	-4%	26µM*
CCCc1c(C(=O)N/N=C/c2ccncc2)nnn1-c1nonc1N	.	-26%	-6%
CCN(CC)c1ccc(/C=N/NC(=O)c2cccc(S(=O)(=O)Nc3ccccc3OC)c2)cc1	0%	-7%	-16%
COc1cc(OC)cc(C(=O)Nc2cc3c(cc2N2CCOCC2)n(C)c(=O)n3C)c1	2%	0%	-18%
O=C(N/N=C\c1c(F)c(F)c(F)c(F)c1F)c1ccc(-c2ccccc2)cc1	2%[56.1 µM]	-1%	-86%
Cc1ccc2c(c1)C(C)(C)[C@]1(C)NC(=O)CCN21	-6%	-6%	1%
Brc1ccc2cccnc2c1	0%	?	8%
Cn1nc(C(=O)Nc2cccc(S(=O)(=O)N3CCCCC3)c2)c2ccccc2c1=O	-2%	?	?
Cc1ccc(S(=O)(=O)N2CCN(C(=O)COC(=O)/C=C/c3ccccc3F)CC2)c(C)c1	0%	4%	-27%
Cc1ccc(S(=O)(=O)N2CCN(C(=O)COC(=O)C3CCC3)CC2)cc1	1%	2%	-12%
Cc1nn(Cc2ccc(C(=O)NC(C)(C)C)o2)c(C)c1Br	4%	1%	12µM*
Cc1ccc(N(CC(=O)NCCSc2ccccn2)S(=O)(=O)c2ccc(F)cc2)cc1	9%	1%	?
CCOC(=O)N1CCC(NCCNC(=O)c2ccccc2Cl)CC1	1%	-2%	4%
CC(C)Oc1ccc(C2C(C(=O)c3ccco3)=C(O)C(=O)N2Cc2cccnc2)cc1 (centres undefined)	-2%	-3%	-23%

Only part of the results is shown; count on the stated rates, not on these rows.
